# CIT2 TOR yeast = modulators of CIT2-GFP expression in yeast, primary screen, S. cerevisiae, GFP fusion, multiplex flow cytometry, MLPCN library | 320,000 compounds, 0.065% hits | GFP response vs DMSO, % at 10 µM | S. cerevisiae CIT2-GFP strain, 3 h; 100 means same as DMSO wells | AID 2029, 2009;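 active = GFP response relative to DMSO above a set limit, near the screen mean plus 3 SD, cut at about 150% in these data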;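 note: ratio of well median GFP fluorescence to mean of DMSO wells on the plate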
# RPL19A-GFP yeast = RPL19A-GFP expression modulators in yeast, primary screen, cell-based, S. cerevisiae, multiplex flow cytometry, MLPCN; percent response vs DMSO, % at 10 µM; 330,000 compounds, 0.3% hits; S. cerevisiae RPL19A-GFP strain, 3 h; stronger effect = lower value;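 active = percent response vs DMSO below 50%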;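 note: median channel GFP fluorescence of the barcoded RPL19A-GFP strain; ratio of sample median GFP to plate DMSO average so 100% = DMSO; lower means less RPL19A-GFP as with rapamycin TOR inhibition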
# GRK2 inh = compounds blocking aptamer binding on GRK2 – biochemical, human GRK2, bead flow cytometry, HTS, primary screen | FAM-aptamer displacement from GRK2 | 330,000 compounds, 0.59% hits | inhibition of aptamer binding, % at 10 µM | Beta-adrenergic receptor kinase 1 (Homo sapiens), P25098;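 active = inhibition of aptamer binding above 40%, roughly 3 SD of noise, on plates passing a quality check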;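 note: median bead fluorescence of bound FAM aptamer so fluorescent compounds give negative values; no value below 0 was filed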
# Target sequence (P25098 whole entry, looked up): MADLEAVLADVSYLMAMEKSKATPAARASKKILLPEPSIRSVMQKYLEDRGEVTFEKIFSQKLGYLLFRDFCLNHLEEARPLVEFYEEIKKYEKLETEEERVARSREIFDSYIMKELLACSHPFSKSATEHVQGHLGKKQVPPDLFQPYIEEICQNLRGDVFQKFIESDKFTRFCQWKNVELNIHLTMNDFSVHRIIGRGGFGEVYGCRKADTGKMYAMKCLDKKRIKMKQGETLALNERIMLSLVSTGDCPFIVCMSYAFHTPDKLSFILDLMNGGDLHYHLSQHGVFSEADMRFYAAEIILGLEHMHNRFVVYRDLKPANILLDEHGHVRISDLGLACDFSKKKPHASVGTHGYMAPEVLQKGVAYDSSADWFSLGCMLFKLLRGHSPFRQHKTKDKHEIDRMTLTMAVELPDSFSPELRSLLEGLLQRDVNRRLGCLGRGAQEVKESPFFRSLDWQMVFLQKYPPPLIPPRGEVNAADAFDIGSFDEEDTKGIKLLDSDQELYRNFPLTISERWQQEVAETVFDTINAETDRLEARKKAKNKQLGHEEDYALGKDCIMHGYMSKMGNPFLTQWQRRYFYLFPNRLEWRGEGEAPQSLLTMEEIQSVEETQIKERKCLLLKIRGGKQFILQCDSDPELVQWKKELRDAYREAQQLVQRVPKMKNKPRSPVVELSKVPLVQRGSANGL
# VLA-4 inh = inhibition in human VLA-4 binding assay, primary screen, VLA-4 allosteric modulator project, MLPCN library, flow cytometry, VLA-4 expressing cells. 330,000 compounds, 0.2% hits. Integrin alpha-4 (Homo sapiens), P13612. AID 2557, 2010. inhibition, % (about 7 µM as worked out from the volumes in the protocol). ligand binding flow cytometry; in the data active = inhibition above about 50%
# JMJD2C inh = inhibitors of GASC-1 histone demethylase, primary screen, biochemical, fluorescence, DELFIA europium | Lysine-specific demethylase 4C (Homo sapiens), Q9H3R0 | GST-JMJD2C(1-420) H3K9me3 demethylation | inhibition, % at 2.35 µM | 330,000 compounds, 0.069% hits;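 active = more than half of a compound's replicate wells show inhibition beyond 50%, single wells judged on their own value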;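 note: signal counts dimethyl H3K9 product captured on neutravidin plate; 0% = median of DMSO wells and 100% = 0.3 times that DMSO median; strong numbers were not always called active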
# Target sequence (Q9H3R0 1-420 limits assumed): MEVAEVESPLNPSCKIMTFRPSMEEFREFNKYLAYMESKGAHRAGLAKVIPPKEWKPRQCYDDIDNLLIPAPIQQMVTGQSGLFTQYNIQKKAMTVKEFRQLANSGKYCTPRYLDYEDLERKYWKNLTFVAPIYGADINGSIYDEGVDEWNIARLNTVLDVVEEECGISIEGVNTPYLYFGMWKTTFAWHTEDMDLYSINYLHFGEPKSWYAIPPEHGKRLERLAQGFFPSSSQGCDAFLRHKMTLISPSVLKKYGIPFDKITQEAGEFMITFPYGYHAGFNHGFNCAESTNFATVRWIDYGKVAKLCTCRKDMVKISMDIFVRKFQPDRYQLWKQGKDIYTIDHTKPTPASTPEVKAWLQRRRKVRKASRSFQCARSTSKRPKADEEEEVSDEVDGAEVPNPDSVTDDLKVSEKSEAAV
# LAP4-GFP MLPCN = modulators of LAP4-GFP expression in yeast, primary screen, S. cerevisiae, multiplex flow cytometry, MLPCN library. GFP response vs DMSO, % at 10 µM. 320,000 compounds, 0.34% hits. 3 h; median GFP as percent of DMSO wells;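 active = GFP response vs DMSO above a set limit, about the screen mean plus 3 SD, cut at about 150% in these data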
# MEP2 TOR yeast = modulators of MEP2-GFP levels in yeast, primary screen, S. cerevisiae, multiplex flow cytometry, MLPCN library; S. cerevisiae MEP2-GFP strain, 3 h; 100% = DMSO control level; GFP response vs DMSO, % at 10 µM; 330,000 compounds, 0.51% hits;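 active = GFP response versus DMSO above a set limit, roughly screen mean plus 3 SD, cut at about 180% in these data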;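 note: median GFP fluorescence of the barcode-gated MEP2-GFP cells per well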
# AGP1 TOR yeast = modulators of AGP1-GFP expression in yeast TOR pathway, primary screen, cell-based, multiplex flow cytometry, S. cerevisiae, MLPCN library. 3 h; GFP as percent of DMSO wells. GFP response vs DMSO, % at 10 µM. 320,000 compounds, 0.02% hits;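 active = GFP response relative to DMSO above a set limit, near screen average plus 3 SD, cut at about 150% in these data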;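 note: median GFP channel fluorescence of the gated AGP1 strain per well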
# * marks the source's active call; other numbers are inactive results; . = no result given.
# The first 2 entries, ahead of the listing:
# Results follow in this order: CIT2 TOR yeast, RPL19A-GFP yeast, GRK2 inh, VLA-4 inh, JMJD2C inh, LAP4-GFP MLPCN, MEP2 TOR yeast, AGP1 TOR yeast
- Cc1cccc(OC(C)C(=O)NCc2ccc(S(N)(=O)=O)cc2)c1 (stereo not drawn)
  97.0, 103.0, 0.0, ., -5.6, 94.3, 102.1, 101.9
- CCCN1C2=NCCN2c2ccccc21
  100.1, 100.5, 1.0, 5.8, ., 113.3, 95.2, 108.2

# Main list, repeating the preview:
# Results follow in this order: CIT2 TOR yeast, RPL19A-GFP yeast, GRK2 inh, VLA-4 inh, JMJD2C inh, LAP4-GFP MLPCN, MEP2 TOR yeast, AGP1 TOR yeast
- Cc1cccc(OC(C)C(=O)NCc2ccc(S(N)(=O)=O)cc2)c1 (stereo not drawn)
  97.0, 103.0, 0.0, ., -5.6, 94.3, 102.1, 101.9
- CCCN1C2=NCCN2c2ccccc21
  100.1, 100.5, 1.0, 5.8, ., 113.3, 95.2, 108.2
- COc1cccc(N=Cc2nc(-c3ccccc3)oc2OC(C)=O)c1
  ., 99.4, 0.0, 3.4, 13.6, ., 88.9, .
- C/C(=N\Nc1nc(N)cc(Cl)n1)c1cccc([N+](=O)[O-])c1
  98.1, 96.5, 0.0, -2.7, 8.1, 97.2, 100.4, 95.3
- COc1ccc(Nc2ccc([N+](=O)[O-])cc2[N+](=O)[O-])cc1
  104.9, 100.7, 2.0, 4.5, 4.5, 96.2, 110.0, 98.2
- CSCC[C@H](NC(=O)OC(C)(C)C)C(=O)N/N=C/c1cc2ccc(C)cc2nc1Cl
  100.0, 96.7, 14.0, -5.0, 5.8, 80.9, 97.1, 86.9
- CN(Cc1ccccc1)C(=O)CN1C(=O)COc2ccc(S(=O)(=O)N3CCCC3)cc21
  86.4, 91.3, 1.0, -7.5, 8.0, 92.1, 93.6, 87.4
- COc1ccc(CNC(=S)Nc2cccc(F)c2)cc1
  92.6, 103.8, 10.0, -10.5, -9.0, 80.7, 90.1, 97.8
- O=[N+]([O-])c1ccccc1/C=N/N1CCN(c2ccccn2)CC1
  100.5, 97.0, 0.0, 18.0, 2.5, 106.9, 108.2, 96.1
- O=C1C2CSCN2C(=O)CN1CCCN1CCN(C(c2ccccc2)c2ccccc2)CC1 (stereo not drawn)
  101.7, 103.6, 0.0, 0.3, 5.0, 89.9, 102.6, 95.8
- CCOC(=O)NC1(Nc2ccc(C)cc2)Oc2ccccc2O1
  80.2, 101.6, 0.0, 15.3, -7.5, 106.9, 102.7, 115.3
- COc1ccc(N2CCOCC2)c(NC(=O)c2cccc3ccccc23)c1
  95.6, 100.9, 2.0, 5.6, -12.1, 91.2, 102.8, 96.8
- O=C(NCc1ccncc1)NC12CC3CC(CC(C3)C1)C2
  96.5, 91.1, 4.0, 2.4, -5.1, 103.4, 98.4, 100.9
- C/C(=N/O)c1cccc(N2Cc3ccccc3C2)c1
  98.6, 104.1, 2.0, -2.6, -3.7, 93.6, 106.2, 101.6
- Cc1c(NC(=O)CSc2nnc3sc4ccccc4n23)c(=O)n(-c2ccccc2)n1C
  94.1, 94.3, 0.0, 7.3, 38.6, 92.9, 98.7, 89.2
- CCOc1ccccc1N1CCN(C(=O)c2ccccc2OCc2c(C)noc2C)CC1
  89.5, 93.1, 0.0, 3.7, 8.8, 90.9, 98.0, 94.9
- CN(CCNC(=O)c1ccc(/C=N/O)nc1)Cc1ccccc1
  103.1, 101.8, 1.0, 9.2, 9.9, 79.7, 79.3, 92.7
- CCOc1ccc(N(C(C)C(=O)NN=C2CCCCCCC2)S(C)(=O)=O)cc1 (stereo not drawn)
  105.3, 102.9, 14.0, 13.4, 1.2, 99.9, 96.3, 104.3
- Cc1ccc(NC(=O)C2CCN(C(=O)c3ccccc3C)CC2)cc1
  106.5, 101.7, 1.0, 33.4, 2.9, 89.6, 102.5, 97.3
- CCN1CCN(CC(=O)Nc2cc(C)on2)CC1
  89.9, 97.5, 0.0, 4.2, -1.7, 102.7, 95.4, 96.6
- CCC1Oc2ccc(C)cc2N(CC(=O)NCC2COc3ccccc3O2)C1=O (stereo not drawn)
  97.6, 101.9, 2.0, 18.8, 0.8, 98.5, 105.8, 98.6
- CCOC(=O)[C@H]1[C@H]2COc3ccc(Br)cc3[C@@H]2N2C(=O)CN(CC3CCCO3)C(=O)[C@@]12C (stereo partly drawn)
  95.5, 95.3, 5.0, 7.9, -1.4, 92.6, 92.5, 95.6
- COc1ccc(C2CC(c3ccccc3C)n3nc(N)nc3N2)cc1 (stereo not drawn)
  110.6, 102.0, 2.0, 7.1, 1.1, 99.3, 110.5, 105.4
- CCCCOc1ccc(S(=O)(=O)Nc2ccc(NC(C)=O)cc2)cc1
  94.5, 103.3, 2.0, -1.0, -5.8, 96.1, 99.9, 97.5
- Cc1ccccc1OCc1nc2ccccc2c(=O)n1/N=C/c1cccc([N+](=O)[O-])c1
  99.7, 106.8, 0.0, -7.8, 9.5, 100.9, 96.8, 102.1
- COc1cccc2c1CCC(NC(C)=O)C2=O (stereo not drawn)
  112.2, 105.7, ., -7.2, 1.3, 100.3, 109.1, 104.3
- Cc1c(C)c2ccc(OCC(=O)NCCCn3ccnc3)cc2oc1=O
  90.5, 48.4*, 5.0, -0.2, 12.4, 84.0, 137.6, 16.4
- Cc1cc(OCCCC(=O)NCCc2nnc3ccccn23)ccc1Cl
  107.2, 113.9, 2.0, 7.6, 0.8, 111.1, 104.6, 109.6
- Cc1ccc(C(C)(C)NC(=O)C2CCC(=O)N(Cc3ccccc3F)C2)cc1 (stereo not drawn)
  96.8, 101.5, 0.0, -14.7, -9.8, 87.0, 93.7, 95.5
- Cc1cccc(N2CCN(C(=O)c3cccc(S(=O)(=O)N4CCc5ccccc5C4)c3)CC2C)c1 (stereo not drawn)
  91.0, 101.3, 2.0, 21.1, -2.5, 105.8, 111.5, 103.3
- COc1ccc(-n2nc(C(=O)N(C)C3CCCCC3)c3ccccc3c2=O)c(OC)c1
  100.4, 95.6, 1.0, 21.2, 3.3, 96.1, 102.3, 102.2
- Cc1ccc2c(c1)N(CC(=O)N1CCCCCC1)C(=O)C(C)O2 (stereo not drawn)
  104.9, 108.0, 0.0, 0.9, -4.5, 101.3, 109.4, 98.7
- Cc1c(C)n(Cc2ccccc2)c2ncnc(NCCO)c12
  106.2, 106.2, 0.0, 10.2, -1.2, 99.0, 107.2, 104.9
- On1c(-c2ccco2)nc2c1CCc1nonc1-2
  102.1, 99.7, 2.0, 3.7, 11.9, 97.3, 104.1, 102.2
- COc1ccc(CCNC(=O)CC(C)S(=O)(=O)c2ccc3c(c2)NC(=O)CO3)cc1OC (stereo not drawn)
  99.5, 97.1, 3.0, -2.9, -4.2, 101.3, 114.2, 99.6
- CCOC(=O)c1c(C)[nH]c(C(=O)COC(=O)CCS(=O)(=O)c2ccc(C)cc2)c1C
  106.1, 103.1, 0.0, -0.4, 3.2, 97.8, 102.0, 90.3
- O=C(CCn1c(=S)[nH]c2ccccc2c1=O)Nc1cccc(Cl)c1
  98.8, 100.7, 0.0, -7.5, 8.0, 95.5, 95.7, 105.6
- Cc1cccc(OCCCSc2nc3ccccc3[nH]2)c1
  81.1, 93.5, 2.0, 20.0, 2.0, 122.9, 92.7, 86.5
- COc1ccc(NC(=O)CC23CC4CC(CC(C4)C2)C3)cn1
  89.9, 94.5, 3.0, 6.6, 2.1, 94.8, 115.4, 65.3
- O=C(Nc1ccccc1Br)c1cc(=O)c2ccccc2o1
  96.3, 98.2, 0.0, 1.9, -25.8, 102.7, 102.9, 94.9
- COc1ccc(C(CCNCc2ccc(F)cc2)c2ccc(F)cc2)cc1 (stereo not drawn)
  105.8, 96.9, 0.0, -21.6, 5.4, 106.4, 121.3, 98.9
- COc1ccc(C(=O)NCCC(=O)N2CCC3(CC2)NCCc2[nH]cnc23)cc1
  101.5, 97.4, 4.0, 34.6, 45.4, 97.0, 103.2, 103.9
- Cc1cccc(OCC(=O)N2CCc3ccccc3C2)c1
  88.6, 100.3, 3.0, 10.9, -0.7, 98.2, 100.9, 87.4
- COc1ccc(Nc2cc(C)c3cc([N+](=O)[O-])ccc3n2)cc1
  85.6, 92.0, 0.0, -3.4, -12.1, 99.0, 99.8, 72.2
- COc1cc(C(=O)N/N=C2\CCS(=O)(=O)c3ccc(F)cc32)cc(OC)c1OC
  97.6, 101.5, 0.0, -6.5, 16.2, 102.4, 103.1, 96.7
- Cc1ccc(CNC(=O)CN2c3cccc4cccc(c34)S2(=O)=O)cc1
  89.9, 94.5, 0.0, -1.0, ., 102.7, 96.5, 94.6
- O=C(NCc1ccc(F)cc1)N[C@@H](Cc1ccccc1)C(=O)O
  98.4, 95.7, 1.0, 0.3, 2.8, 104.7, 103.0, 97.3
- COC(=O)C(CCCCNC(=O)c1ccc([N+](=O)[O-])cc1)NC(=O)c1ccc([N+](=O)[O-])cc1 (stereo not drawn)
  98.3, 102.9, 5.0, -1.3, -3.8, 97.4, 101.3, 95.8
- O=C(CC1S/C(=N/N=C/c2cccnc2)NC1=O)Nc1ccccc1 (stereo not drawn)
  99.0, 99.0, 1.0, -0.7, ., 98.7, 104.5, 98.4
- CC(C)[C@H](NC(=O)c1ccccc1)C(=O)OCC(=O)/C=C1/N(C)c2ccccc2C1(C)C
  97.8, 94.5, 2.0, -181.9, 3.6, 83.6, 96.0, 85.3
- O=C(COC(=O)CNC(=O)C1CCCCC1)Nc1ccccc1Cl
  102.8, 103.0, 0.0, 0.0, -2.1, 104.6, 103.6, 101.4
- O=C(Cn1cc(S(=O)(=O)Cc2ccccc2)c2ccccc21)N1CCOCC1
  84.4, 94.3, 0.0, -1.8, -17.6, 78.8, 80.0, 91.3
- COC(=O)Cc1c(C)nc(SCc2ccccc2)[nH]c1=O
  100.6, 101.0, 2.0, 12.2, 8.3, 104.8, 102.0, 102.8
- Cc1ccc(NS(=O)(=O)c2ccc(C(=O)N3CCC3)cc2)cc1
  100.4, 95.5, 0.0, 2.8, 66.5, 95.2, 98.4, 94.4
- CC12CN(C(=O)c3cccc([N+](=O)[O-])c3)C3(C#N)CC1CCC23C (stereo not drawn)
  101.5, 100.8, 2.0, 0.8, 0.5, 94.7, 111.1, 92.7
- O=C1c2cccc(O)c2C(=O)c2c(O)cc(CO)cc21
  85.0, 92.9, 1.0, 28.1, -10.4, 115.2, 96.0, 88.1
- CCc1nc(SCC(=O)N2CCOCC2)c2c(=O)n(C)c(=O)n(C)c2n1
  94.1, 92.4, 0.0, -1.3, -3.4, 104.9, 95.3, 99.7
- Cc1ccc2cc(CN(Cc3cccs3)Cc3nnnn3CC3CCCO3)c(=O)[nH]c2c1 (stereo not drawn)
  97.6, 98.9, 0.0, 10.4, 7.7, 94.4, 94.3, 101.9
- O=c1c2ccccc2cnn1Cc1n[nH]c(=S)n1-c1ccc(Cl)cc1
  93.5, 97.1, 0.0, 23.6, 8.8, 88.1, 100.5, 96.5
- CCC(C)NC(=O)C1(O)c2cc(Br)ccc2NC(=O)N1c1cccc(OC)c1 (stereo not drawn)
  106.2, 104.6, 10.0, 0.5, 5.3, 98.5, 104.2, 102.2
- CC1CN(C(=O)/C=C/c2ccc(SC(F)F)cc2)CC(C)O1 (stereo not drawn)
  94.1, 105.8, 2.0, 15.3, 48.6, 96.1, 99.8, 92.5
- CCn1c(CSc2nc(C)cc(C)n2)nnc1SCC(=O)N1CCCc2ccccc21
  97.5, 101.3, 3.0, -38.7, 12.8, 101.8, 96.1, 107.2
- O=C(COc1cc2oc(=O)c3c(c2cc1Cl)CCC3)NCCCN1CCCC1=O
  107.3, 91.0, 2.0, -7.5, 2.8, 100.8, 106.3, 73.5

# Bioassay records as filed in PubChem.
